Screens: PubChem BioAssay, National Center for Advancing Translational Sciences (NCATS)
KDM5B inh: blocks human KDM5B histone demethylase activity; Q9UGL1; KDM5B demethylase, FDH-coupled NADH fluorescence (FDH is formaldehyde dehydrogenase); Potency, µM (titrated, usually from 57.7 µM), inactives show at the highest dose activity change, negative = inhibition, actives largely listed as inhibitors; hit rate 2.6% among 220,000; AID 1347165; active means well fitted inhibition curve with a large enough effect; inconclusive means small, poorly fitted or top-dose-only effect; inactive means no such curve, though single readings can be large or run the other way; further: 0% is about no effect; nearly all actives have a fitted effect of over 70% in size
Target sequence (Q9UGL1 whole entry, looked up): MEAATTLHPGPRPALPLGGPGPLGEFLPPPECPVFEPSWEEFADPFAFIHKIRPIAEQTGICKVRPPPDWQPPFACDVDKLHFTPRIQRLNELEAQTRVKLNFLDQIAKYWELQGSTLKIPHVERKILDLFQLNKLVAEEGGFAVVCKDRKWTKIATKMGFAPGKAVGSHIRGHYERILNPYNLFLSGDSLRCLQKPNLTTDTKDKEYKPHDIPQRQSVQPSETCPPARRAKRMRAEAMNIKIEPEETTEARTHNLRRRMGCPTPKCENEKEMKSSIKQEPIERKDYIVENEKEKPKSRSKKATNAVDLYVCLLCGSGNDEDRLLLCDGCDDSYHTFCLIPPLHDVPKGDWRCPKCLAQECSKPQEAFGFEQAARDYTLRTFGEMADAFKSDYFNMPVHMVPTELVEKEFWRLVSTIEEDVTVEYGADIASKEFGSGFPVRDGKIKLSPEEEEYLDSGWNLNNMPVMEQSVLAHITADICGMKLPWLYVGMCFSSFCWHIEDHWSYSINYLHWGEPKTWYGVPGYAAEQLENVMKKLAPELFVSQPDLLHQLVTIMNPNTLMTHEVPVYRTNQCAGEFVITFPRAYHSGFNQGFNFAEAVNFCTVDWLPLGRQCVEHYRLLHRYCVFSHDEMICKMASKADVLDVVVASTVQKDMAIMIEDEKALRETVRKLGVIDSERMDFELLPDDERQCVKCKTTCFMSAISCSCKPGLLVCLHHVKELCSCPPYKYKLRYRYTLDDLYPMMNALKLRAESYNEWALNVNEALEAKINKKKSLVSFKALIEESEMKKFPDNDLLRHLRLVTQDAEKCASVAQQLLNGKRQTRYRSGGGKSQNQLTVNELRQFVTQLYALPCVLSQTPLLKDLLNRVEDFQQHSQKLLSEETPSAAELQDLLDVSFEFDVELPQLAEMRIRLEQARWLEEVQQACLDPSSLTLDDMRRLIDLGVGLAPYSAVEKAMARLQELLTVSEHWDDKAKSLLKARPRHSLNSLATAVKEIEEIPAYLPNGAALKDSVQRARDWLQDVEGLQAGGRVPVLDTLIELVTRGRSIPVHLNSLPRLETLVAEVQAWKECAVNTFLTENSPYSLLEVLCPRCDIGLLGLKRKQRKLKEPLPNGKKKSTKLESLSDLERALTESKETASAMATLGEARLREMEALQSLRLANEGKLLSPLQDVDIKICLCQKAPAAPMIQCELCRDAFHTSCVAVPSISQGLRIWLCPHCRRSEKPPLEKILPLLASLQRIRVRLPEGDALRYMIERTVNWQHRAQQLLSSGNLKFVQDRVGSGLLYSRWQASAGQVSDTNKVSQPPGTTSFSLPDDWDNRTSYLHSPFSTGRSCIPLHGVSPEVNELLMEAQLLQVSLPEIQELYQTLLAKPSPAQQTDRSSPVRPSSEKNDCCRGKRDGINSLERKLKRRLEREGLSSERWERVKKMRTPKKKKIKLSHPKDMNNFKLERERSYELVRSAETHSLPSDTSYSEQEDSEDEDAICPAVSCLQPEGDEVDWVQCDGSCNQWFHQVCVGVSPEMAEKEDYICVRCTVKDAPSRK
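KDM5BΔAP (200 nM final) in 50 mM HEPES pH 7.5, 0.01% Tween-20 was preincubated 10 min at RT with compound over a concentration range. Substrate mix (H3K4me3 12.5 µM, α-KG 25 µM, Fe²⁺, ascorbate, NAD⁺, FDH) was added, and NADH fluorescence change over 30 min gave dose-response curves.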
An asterisk follows results filed as active; ? = inconclusive; [ ] = dose if it differs, or a comment. Potency means the concentration at half of the fitted maximal effect. The list is partial (hit frequency here may not be typical).

KDM5B inh | canonical_smiles
-28% | CN1CCN(S(=O)(=O)c2cccc(C(=O)Nc3cccc(S(N)(=O)=O)c3)c2)CC1
10% | CCc1nc2c(c(-c3ccc(Cl)cc3)n1)CCN(C(=O)c1ccccc1)CC2
1% | Cc1onc(-c2ccccc2Cl)c1C(=O)NC(=S)Nc1ccc(C(C)(C)C)cc1
3% | C=CCN1C(=O)COc2ccc(NC(=O)c3cc(=O)c4cc(Cl)ccc4o3)cc21
? | O=C(Nc1ccc2ccccc2n1)c1ccc(S(=O)(=O)N2CCCCC2)cc1
11% | CCOc1ccccc1-n1c(C)nc2cc(C(=O)O)ccc21
-8% | O=C(NCc1ccccc1Cl)c1nnc(Cc2cccc(F)c2)o1
-4%[115 µM] | O=C(O)C1CCc2nnc(C3CCCN(C(=O)c4cccc(Cl)c4)C3)n21 (stereo not drawn)
-1% | CC(C)NC(=O)c1ccccc1OCC1CCCN(C2CCCC2)C1 (stereo not drawn)
-1% | O=C(C1Cn2cccc2C(=O)N1Cc1ccccc1)N1CCc2ccccc2C1 (stereo not drawn)
12% | O=C(O)c1ccc(/C=C/C(=O)c2cc(Cl)ccc2Cl)cc1
10% | COc1ccc(Cl)cc1Nc1nc2ccc(C(=O)c3ccccc3)cc2n2cnnc12
-2% | COc1ccc(OC)c(NC(=O)C2CCN(S(=O)(=O)c3ccc(C)cc3)CC2)c1
-5% | Cc1ccc(NC(=O)COc2ncnc3ccccc23)c([N+](=O)[O-])c1
-16% | CC1CN(C(=O)Nc2ccc(C(=O)NCc3ccccc3F)cc2)c2ccccc2S1 (stereo not drawn)
22% | O=C(NCCN1CCNC1=O)C1CCC(=O)N(CCc2ccccc2)C1 (stereo not drawn)
33% | O=C1Nc2ccccc2C(=O)N2C[C@@H](O)C[C@H]12
10% | Cc1occc1C(=O)Nc1cnn(CCCC(=O)O)c1
? | CCc1ccc(CNC(=O)C(=O)c2c(C)[nH]c3ccccc23)cc1
? | CN(C)C(=O)N1CCCC1c1nnc2n1CCNC2 (stereo not drawn)
146%[activator] | COc1ccc(F)cc1NC(=O)C1CCN(c2nc(-c3ccc(OC)c(OC)c3)no2)CC1
? | COc1ccc(-c2nc(CSCC(=O)N3CCN(c4ccc(F)cc4)CC3)c(C)o2)cc1
? | CC(NC(=O)c1c2c(nc3ccccc13)C(=O)N(C1CCCCC1)C2)c1ccccc1 (stereo not drawn)
? | COc1ccc(OC)c(C2C(C(=O)Nc3ccc(C)cc3C)=C(C)Nc3c(C(=O)Nc4ccc(F)cc4)cnn32)c1 (stereo not drawn)
6% | Cc1ccc2[nH]cc(CCNC3CC(=O)N(c4ccc(F)cc4)C3=O)c2c1 (stereo not drawn)
-18% | CCN1c2cc(C(=O)Nc3ccc(OC)cc3OC)ccc2C(=O)N2CCCCC21 (stereo not drawn)
-17%[86.2 µM] | COCCOc1ccnc(-c2noc([C@@H]3CCCN3Cc3ccc(C(=O)O)cc3)n2)c1
7% | COc1ccc(-n2ccnc(NCc3ccc(C)cc3)c2=O)cc1OC
5% | CN1C(=O)[C@H]2CN(Cc3cn[nH]c3-c3ccc(F)cc3)C[C@H]2C1=O
-12% | COc1ccc(CNC(=O)N2CCC(N3CC4CC(C3)[C@H]3CCCC(=O)N3C4)CC2)cc1 (stereo partly drawn)

Structures listed so far that have a halogen, in the order listed:
KDM5B inh | canonical_smiles
10% | CCc1nc2c(c(-c3ccc(Cl)cc3)n1)CCN(C(=O)c1ccccc1)CC2
1% | Cc1onc(-c2ccccc2Cl)c1C(=O)NC(=S)Nc1ccc(C(C)(C)C)cc1
3% | C=CCN1C(=O)COc2ccc(NC(=O)c3cc(=O)c4cc(Cl)ccc4o3)cc21
-8% | O=C(NCc1ccccc1Cl)c1nnc(Cc2cccc(F)c2)o1
-4%[115 µM] | O=C(O)C1CCc2nnc(C3CCCN(C(=O)c4cccc(Cl)c4)C3)n21 (stereo not drawn)
12% | O=C(O)c1ccc(/C=C/C(=O)c2cc(Cl)ccc2Cl)cc1
10% | COc1ccc(Cl)cc1Nc1nc2ccc(C(=O)c3ccccc3)cc2n2cnnc12
-16% | CC1CN(C(=O)Nc2ccc(C(=O)NCc3ccccc3F)cc2)c2ccccc2S1 (stereo not drawn)
146%[activator] | COc1ccc(F)cc1NC(=O)C1CCN(c2nc(-c3ccc(OC)c(OC)c3)no2)CC1
? | COc1ccc(-c2nc(CSCC(=O)N3CCN(c4ccc(F)cc4)CC3)c(C)o2)cc1
? | COc1ccc(OC)c(C2C(C(=O)Nc3ccc(C)cc3C)=C(C)Nc3c(C(=O)Nc4ccc(F)cc4)cnn32)c1 (stereo not drawn)
6% | Cc1ccc2[nH]cc(CCNC3CC(=O)N(c4ccc(F)cc4)C3=O)c2c1 (stereo not drawn)
5% | CN1C(=O)[C@H]2CN(Cc3cn[nH]c3-c3ccc(F)cc3)C[C@H]2C1=O

The listing continues.
KDM5B inh | canonical_smiles
6% | C[C@@H]1C(=O)O[C@H]2[C@H]1CC[C@@]1(C)Cc3sc(NS(=O)(=O)c4ccc(Cl)cc4)nc3[C@@H](C)[C@H]21
? | Cc1[nH]c(-c2ccccc2)nc1C(=O)O
-9% | Cc1ccc(C(=O)OCC(=O)c2cc(C)ccc2C)cc1
-19%[86.2 µM] | CCN(CC)C(=O)c1onc(-c2ccc(OC)cc2)c1[C@H](C)O
-10% | CCc1ccc(-c2noc(Cn3cnc4c(nnn4Cc4ccccc4)c3=O)n2)cc1
15% | O=C(Nc1ncccn1)c1cccc(Cl)c1
24% | CN1C(=O)[C@H]2CN(Cc3ccccc3Cl)C[C@H]2C1=O
3% | COc1cccc(CN2CCc3nc(N4CCN(C)CC4)[nH]c(=O)c3CC2)c1OC
19% | CCc1nnc(SCC(=O)Nc2ccc(Cl)c(Cl)c2)n1-n1cccc1
22% | COc1ccc(OC)c(S(=O)(=O)Nc2cc3c(cc2C)n(C)c(=O)c(=O)n3C)c1
20% | O=c1[nH]c(N2CCOCC2)nc2c1CCN(Cc1cc(F)cc(F)c1)CC2
-12% | CC(C)(C)c1noc(Cn2cnc3ccc(Cl)cc3c2=O)n1
-9% | COc1ccc(Cn2c(C3CCN(C(=O)COc4cccc(C)c4)CC3)n[nH]c2=O)cc1
7% | CCOc1cc(C2C(C(=O)OC(C)C)=C(C)Nc3nc4ccccc4n32)ccc1O (stereo not drawn)
-10% | COc1ccc(CC(=O)NC2CCCN(c3cc(-c4ccc(Cl)cc4)[nH]n3)C2)cc1OC (stereo not drawn)
? | COc1ccc(-c2noc(-c3nc(C(C)C)no3)n2)cc1
? | O=C(Nc1cccc(Cl)c1)c1csnn1
-3% | CCOc1ccccc1NC(=O)Cn1cnc2sc(C)c(S(=O)(=O)N3CCC(C)CC3)c2c1=O
17% | CNC(=S)NC1(C)CCS(=O)(=O)C1 (stereo not drawn)
-22% | Cc1ccc(CNc2ncnc3onc(-c4ccc(F)cc4)c23)cc1
? | CCc1cccc(NC(=O)Cn2c(N3CCc4ccccc4C3)nc(C)cc2=O)c1
6% | Cc1oc(-c2ccccc2)nc1C(=O)NCC(=O)Nc1ccccc1Br
? | COc1ccc2c(c1)CCc1c(C(=O)Nc3cnn(Cc4ccc(Cl)cc4Cl)c3)noc1-2
? | O=C(c1ccco1)N1CC(Oc2ccccc2-c2nc(-c3ccccc3)no2)C1
16% | CCN(CC)S(=O)(=O)c1ccc(C)c(NC(=O)c2nn(-c3ccccc3)c(=O)c3ccccc23)c1
0% | CC(=O)c1ccccc1OC(=O)c1ccc(-c2ccccc2)cc1
? | COc1cc2c(cc1OC)-c1cc(Nc3ccccc3)nc(=O)n1CC2
17% | Cc1ccc(CN2CCCc3nc(C)nc(-c4ccc(O)cc4)c3C2)cc1
2% | O=C(C1CCC1)N1CCC(c2noc(-c3cccnc3)n2)C1 (stereo not drawn)
-19% | COc1ccc(Cn2nnc3c(=O)[nH]c(C4CCCN(C(=O)c5ccc(C)cc5)C4)nc32)cc1 (stereo not drawn)
35µM* | COc1ccc(-c2nccc3c(=O)cc(N4CCOCC4)oc23)cn1
-3% | c1ccc(COc2ccc3[nH]ccc3c2)cc1
-17% | COc1ccc(OC)c(C2c3c(oc4ccc(C)cc4c3=O)C(=O)N2CCCN(C)C)c1 (stereo not drawn)
? | CCOC(=O)C1=CN(c2ccc(C)cc2)C=C(C(=O)OCC)C1c1cccc(OCC)c1
-13% | COc1cccc(CC(=O)NC2CCCN(c3cc(-c4ccc(F)cc4)[nH]n3)C2)c1 (stereo not drawn)
-19% | COc1cc2c(cc1C(=O)N1CCC3(CCCN(C)C3=O)C1)CCC2 (stereo not drawn)
-22% | CCS(=O)(=O)N1CC(=O)N(c2ccc(Cl)cc2C)C(C)(C(=O)NC2CCCCCC2)C1 (stereo not drawn)
15% | CC(=O)Nc1ccc(NC(=O)C(Cl)(Cl)Cl)cc1
21% | COC(=O)[C@H](CC(C)C)N(Cc1cn(Cc2ccccc2)nn1)S(=O)(=O)c1ccccc1Br
5% | O=C(CN1C(=O)c2ccccc2S1(=O)=O)Nc1ccc(S(=O)(=O)N2CCCCC2)cc1
-10%[115 µM] | CCCC(=O)N1Cc2ccccc2CC2(CCCN2Cc2ccc(OC)cc2)C1 (stereo not drawn)
8% | CC(=O)c1ccc(C(=O)NC(C)c2ccc(OC(F)F)cc2)s1 (stereo not drawn)
1%[115 µM] | COC(=O)[C@H]1CN(C(C)=O)CCN1C(C)=O
0% | COc1cc(C(=O)O)c(Br)cc1OC(C)C
-45% | C[S+](=O)([O-])N1CCC(Cn2ccc3c(N4CCOCC4)nc(-c4ccc(F)cc4)cc32)CC1
? | CC(=O)NCc1ccc(-c2csc(-c3ccccc3)n2)o1
-12% | O=C(Nc1ccc(Br)cc1)C1CC2CCC1C2 (stereo not drawn)
? | COc1ccc(CNC(=O)C2CCN(S(=O)(=O)c3ccc4nc5c(c(C(=O)O)c4c3)CC(C)CC5)CC2)cc1 (stereo not drawn)
-18% | O=C(NCc1ccc(C(F)(F)F)cc1)C1CCN(S(=O)(=O)/C=C/c2ccccc2)CC1
-10% | O=C(O)CNS(=O)(=O)c1ccc(Br)cc1

Following part:
KDM5B inh | canonical_smiles
? | COc1ccccc1/C=C/c1nc(C#N)c(NC2CCCCC2)o1
-13% | Fc1ccc(/C=C2\CCCC3=C2N=C2SC=C(c4ccccc4)N2C3c2ccc(F)cc2)cc1 (stereo not drawn)
? | O=C(Oc1c(-c2ccccc2)c(=O)n2c3c(cccc13)CC2)c1cccc([N+](=O)[O-])c1
-5% | CCc1nc2oc3ccccc3c(=O)c2c(=O)n1-c1ccc(C)cc1
13% | COC1CN(C2CCN(C(=O)NC(C)C)CC2)C12CCOCC2 (stereo not drawn)
-3% | Cc1nc2cc(NC(=O)c3ccc(Cl)c(Cl)c3)ccc2o1
-1% | O=C(NCc1ccccc1)c1ccc2c(c1)nc1n2CCOC1
? | CC(C)Oc1cccc(C(=O)Nc2ccc3oc(-c4ccccc4)nc3c2)c1
-25% | Cc1ccc(NC(=O)C2CCN(c3cnc4ccccc4n3)CC2)cc1Cl
10% | CC(C)Cc1cc(Cn2cc(-c3cncnc3)nn2)no1
5% | O=C(CSc1nc2ccccc2o1)NCC1CCCCC1
? | C=CCOc1cccc(-c2nc(C(=O)N(C)Cc3ccccc3)cs2)c1
-16% | COc1ccc(F)cc1C1=NN(C(=O)C(C)C)C(c2ccc3nccnc3c2)C1 (stereo not drawn)
2% | CCOC(=O)c1ccc(CN(Cc2ccc(F)cc2)S(=O)(=O)c2cc(C(=O)Nc3ccccc3CC)ccc2F)cc1
-14% | CCn1ncc(Br)c1CNC(=O)C1CCCN(S(=O)(=O)c2cnn(C)c2C)C1 (stereo not drawn)
25% | Cn1nc(C(=O)OCC(=O)Nc2ccc(S(N)(=O)=O)cc2)c2ccccc2c1=O
8% | CS(=O)c1ccc(C(=O)OCc2cc(Cl)c3c(c2)OCCCO3)cc1 (stereo not drawn)
13% | COc1ccc(NC(=O)N[C@H]2CO[C@H]3[C@@H]2OC[C@H]3OC(=O)Nc2ccc(OC)cc2)cc1
? | O=C(Oc1ccc(/C=N/NC(=O)c2ccccn2)cc1)c1cccc(F)c1
4% | CC(C)OC(=O)CSc1nnc(-c2ccccn2)n1N
-9% | COc1ccc(NC(=C(C#N)C#N)C(F)(F)Cl)cc1
-10% | Cc1sc2nc(SCC(=O)N3CCCCC3)[nH]c(=O)c2c1C
22% | O=C(NCC(c1ccccc1)c1ccccc1)c1n[nH]c(=O)c2ccccc12
? | C[S+](=O)([O-])N1CCn2c(nnc2C(N)c2ccccc2)C1 (stereo not drawn)
? | COc1ccc(C)cc1NC(=O)CNC(=O)CNc1ccc(F)c(NC(C)=O)c1
12% | O=C(NCc1ccccn1)c1ccc(NS(=O)(=O)c2ccccc2)cc1
? | O=c1cn[nH]c2ccccc12
26% | COc1ccc(NC(=O)Cn2nc3n(c2=O)CCCCC3)cc1
-1% | COc1ccccc1-c1nc2n(n1)C(c1ccccc1Cl)C(C(=O)Nc1cccnc1)=C(C)N2 (stereo not drawn)
-1% | Cc1ccc(C(=O)N2CCC[C@H]2c2nc(-c3ccccc3Cl)no2)cc1C
-4% | CSc1ccccc1C(=O)NC(c1ccccc1)c1ccccc1
28µM* | Cc1cc(CNC(=O)CC2C=CS(=O)(=O)C2)c2[nH]c(-c3ccccc3)c(C)c2c1 (stereo not drawn)
28% | COCCNC(=O)[C@@H]1C[C@H](Oc2ccccc2)CN1C(=O)CCc1c(C)nn(C)c1C
-16% | Cc1oc(-c2ccccc2F)nc1CS(=O)(=O)CC(=O)NCCN(C)C
-5% | CCOC(=O)c1cnc2ccccc2c1N1CCC(O)CC1
-18% | NS(=O)(=O)c1cccc(NC(=O)c2cccc(-c3ccc(O)cc3)c2)c1
53%[activator] | O=C1CC(N2CCC(c3nc4ccccc4o3)CC2)C(=O)N1 (stereo not drawn)
